Screening results deposited in PubChem by Sanford-Burnham Center for Chemical Genomics.
HKDC1 inhibitor – HKDC1 hexokinase inhibitors, primary screen, biochemical, fluorescence, uHTS | Q2TB90 | recombinant HKDC1, G6PDH/diaphorase resazurin coupled fluorescence | inhibition, % at 20 µM | 340,000 compounds, 0.16% hits | AID 493160, 2011;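 active means inhibition above about 35% when tested at 20 µM, limit read from the data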;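 further: plate controls were DMSO wells with enzyme for no effect and DMSO wells lacking enzyme for full effect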
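Incubation: 90 min at room temperature in dark / Material: recombinant HKDC1 (HK5) hexokinase enzyme, produced in-house / Quantity: enzyme 5 µg/mL final / Compound: one dose of 20 µM, 1% DMSO / Reagent: glucose and ATP substrates / Buffer or medium: Tris pH 8.0 buffer with MgCl2, Tween-20, BSA, BME / Technique: resorufin fluorescence at 613 nm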
ATG4B inh – ATG4B protease inhibitors, primary screen, biochemical, fluorescence, uHTS; Cysteine protease ATG4B (Homo sapiens), Q9Y4P1; ATG4B cleavage of LC3-PLA2, NBD-HPC fluorescence, 1 h; inhibition, % at 8.33 µM; 340,000 compounds, 0.51% hits; in the data active means inhibition above about 40%
SENP7 inh – SENP7 protease inhibitors, primary screen, biochemical, luminescence, uHTS; recombinant SENP7, Z-RLRGG-aminoluciferin luminescence, 40 min; inhibition, % at 5 µM; 330,000 compounds, 1.5% hits; AID 434973, 2010;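 active means inhibition above about 50% at the single test dose, limit read from the data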;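 further: plate controls were DMSO with enzyme for no effect and no enzyme buffer wells for full effect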
Target sequence (Q9BQF6 706-1050 limits assumed): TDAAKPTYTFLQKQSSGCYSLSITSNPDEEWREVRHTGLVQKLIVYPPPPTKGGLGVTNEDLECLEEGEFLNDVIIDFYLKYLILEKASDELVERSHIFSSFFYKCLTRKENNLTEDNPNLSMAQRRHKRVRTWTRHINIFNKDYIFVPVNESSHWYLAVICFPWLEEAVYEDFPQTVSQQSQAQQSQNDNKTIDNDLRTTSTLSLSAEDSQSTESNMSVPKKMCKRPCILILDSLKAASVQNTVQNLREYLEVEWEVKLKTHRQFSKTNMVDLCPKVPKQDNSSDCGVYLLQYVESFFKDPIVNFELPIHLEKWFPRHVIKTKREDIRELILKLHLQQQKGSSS
PfGluPho inh – PfG6PD enzyme inhibitors, primary screen, biochemical, fluorescence intensity, uHTS. PfGluPho enzyme, NADPH resazurin-diaphorase fluorescence. AID 504690, 2011. 350,000 compounds, 0.78% hits. inhibition, % at 20 µM;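 active means inhibition reaching at least a set limit at 20 µM in the primary screen, cut at about 59% in these data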;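 further: 0% = DMSO wells with substrate and 100% = DMSO wells lacking glucose-6-phosphate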
NR3A LBD binder – binders of NR3A ligand-binding domain, primary screen, biophysical, differential scanning fluorimetry, uHTS. Glutamate receptor ionotropic, NMDA 3A (GRIN3A) ligand-binding domain. NR3A LBD differential scanning fluorimetry, Tm shift; 0% = protein alone, 100% = glycine-bound protein. Tm shift relative to glycine control, % at 25 µM. 340,000 compounds, 2.5% hits. AID 1259313, 2017;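 active means melting temperature shift of at least 10% of the positive control shift, at one fixed dose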
MPTP inh – mitochondrial permeability transition pore inhibitors, primary screen, biochemical, isolated mouse mitochondria, absorbance | Ca2+ swelling absorbance, 30 min | 360,000 compounds, 1.4% hits | inhibition, % at 10 µM;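 active means inhibition of 50% or more, scaled per plate between neutral and stimulator controls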;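 further: 0% = DMSO wells given calcium and 100% = 1 mM EGTA wells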
SENP8 inh – human SENP8 protease inhibitors, primary screen, biochemical, fluorescence, Nedd8 protein substrate, uHTS. AID 602440, 2012. 360,000 compounds, 0.64% hits. recombinant SENP8. inhibition, % at 20 µM; in the data active means inhibition mostly above about 40%, no sharp cut-off; inactive means mostly below about 27%
Target sequence (Q96LD8 whole entry, looked up): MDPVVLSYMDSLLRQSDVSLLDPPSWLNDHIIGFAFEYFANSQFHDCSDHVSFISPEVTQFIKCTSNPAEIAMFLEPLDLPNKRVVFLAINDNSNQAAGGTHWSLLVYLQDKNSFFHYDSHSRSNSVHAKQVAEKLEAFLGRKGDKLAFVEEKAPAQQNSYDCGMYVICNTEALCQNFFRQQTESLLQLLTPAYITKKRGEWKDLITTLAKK
SENP6 block – SENP6 protease inhibitors, primary screen, biochemical, luminescence, uHTS | Recombinant SENP6 catalytic domain, aminoluciferin luminescence | 330,000 compounds, 1.8% hits | AID 2599, 2010 | Sentrin-specific protease 6 (Homo sapiens), Q9GZR1 | inhibition, % at 10 µM;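 active means inhibition above about 50% at the single tested dose, limit read from the data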;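 further: plate controls were DMSO wells with enzyme for no effect and DMSO wells lacking enzyme for full effect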
Target sequence (Q9GZR1 628-1112 limits assumed): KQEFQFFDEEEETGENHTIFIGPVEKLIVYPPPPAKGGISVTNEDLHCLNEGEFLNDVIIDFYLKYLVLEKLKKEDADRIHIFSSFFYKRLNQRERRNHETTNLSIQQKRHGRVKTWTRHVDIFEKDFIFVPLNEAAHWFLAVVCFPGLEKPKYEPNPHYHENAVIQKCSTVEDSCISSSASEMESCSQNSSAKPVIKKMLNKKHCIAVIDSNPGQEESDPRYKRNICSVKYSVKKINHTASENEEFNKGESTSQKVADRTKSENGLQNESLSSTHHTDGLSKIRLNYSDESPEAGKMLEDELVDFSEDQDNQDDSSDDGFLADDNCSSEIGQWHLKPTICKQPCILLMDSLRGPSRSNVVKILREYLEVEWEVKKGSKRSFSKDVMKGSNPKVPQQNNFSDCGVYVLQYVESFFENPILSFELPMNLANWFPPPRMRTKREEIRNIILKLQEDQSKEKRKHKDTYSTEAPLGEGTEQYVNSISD
An asterisk follows results filed as active; . = not tested or not shown. Rows are unselected; 6.9% or so of the library scored in one or more.

structure	HKDC1 inhibitor	ATG4B inh	SENP7 inh	PfGluPho inh	NR3A LBD binder	MPTP inh	SENP8 inh	SENP6 block
O=C(CCc1nc2ccccc2c(=O)[nH]1)OCc1ccc(-c2ccccc2)cc1	1.7	-7.1	-14.1	4.7	-3.5	4.0	16.4	-7.8
CCCCCN(C(=O)CN1CCC(Cc2ccccc2)CC1)c1c(N)n(CCCC)c(=O)[nH]c1=O	-5.0	-1.7	-0.5	-23.0	-0.7	-0.9	-4.6	-25.2
Cc1nc2nc(-c3cccnc3)[nH]n2c(=O)c1Cc1ccccc1	1.6	1.7	6.2	-4.8	-1.2	2.1	7.1	-2.2
COc1ccc([C@H]2CC(=O)C=C(c3cc4ccccc4c4ccccc34)C2)cc1	5.9	-4.5	2.9	12.3	-0.2	1.0	-4.1	-13.6
O=C(/C=C/Nc1ccccc1)c1ccccc1	3.0	-2.9	96.2*	13.9	.	0.6	-59.9	99.8*
CCc1nc(SCC(=O)NCCc2ccccc2)c2c(=O)n(C)c(=O)n(C)c2n1	-9.0	1.7	-6.2	-9.9	-0.4	2.3	37.0	-13.2
COc1cccc(/C=N/NC(=O)c2cc3c(OC)cccc3[nH]2)c1O	-14.3	-6.4	-9.6	-5.9	-4.6	1.3	-160.4	7.0
Cc1ccccc1OCC(=O)N(Cc1nnc(-c2ccc(Cl)cc2)o1)C(C)C	-3.8	-4.5	7.6	7.9	-4.0	-0.6	-17.3	10.8
CCC(CO)Oc1cc(NCc2ccc(C(C)(C)C)cc2)c2ncn(C(C)C)c2c1 (configuration not stated)	13.2	-4.0	-0.8	47.2	-34.4	5.5	18.9	-0.4
CCc1ccc(NC(=O)CC2C(=O)N(c3cccc(OC)c3)C(=O)N2CCOC)cc1 (configuration not stated)	-3.3	5.3	12.8	3.6	-0.9	-0.3	21.7	-10.6
Cn1cc(S(=O)(=O)N2CCc3ccccc32)cc1C(=O)NC(C)(C)C	-1.2	-9.0	0.5	31.1	-1.0	50.0*	11.1	-4.4
CCCCOc1ccc(NC(=O)CCSc2nccn2C)cc1	-3.6	-3.3	4.4	32.4	-2.9	-1.0	15.3	0.2
COCCN1CCN(C(=O)c2cc(COc3cncc(Cl)c3)on2)CC1	-2.4	-9.2	0.3	-10.6	0.4	-0.5	5.8	3.1
O=C1C=C(c2ccc(F)cc2OCc2ccccc2)C[C@@H](c2ccc3c(c2)OCO3)C1	-4.2	3.3	-10.9	1.7	-1.0	0.7	16.7	-17.8
CC1CCc2nc(NC(=O)c3ccco3)sc2C1 (configuration not stated)	-0.7	7.0	80.3*	5.1	-0.9	-1.6	1.6	86.6*
Cc1ccccc1C(=O)Nc1ccnn1C1CCN(CCCc2ccccc2)CC1	1.7	-2.8	8.9	2.2	1.0	0.7	7.8	5.1
c1cncc(-c2nc(NCc3ccc4c(c3)OCO4)c3ccccc3n2)c1	3.4	7.9	-1.7	11.5	-8.7	1.0	-31.9	-18.1
COCCCn1c(-c2cccc(Cl)c2)nc2c1c(=O)[nH]c(=O)n2Cc1ccccc1	-3.5	10.4	-0.6	-1.6	-0.8	0.0	-277.5	-8.4
CC(=O)N1C(=O)N(C(C)=O)C2C1N(C)C(=O)N2C(C)=O (configuration not stated)	1.6	4.4	5.2	-9.0	0.3	-1.8	15.2	-11.3
Cc1cc(C(C)(C)C)cc(S(=O)(=O)Nc2ccc(C(=O)O)cc2)c1C	-5.1	-3.9	6.5	-9.5	0.6	-2.3	13.7	13.2
Cn1c(CNc2ccc(O)cc2)nc2ccccc21	7.5	1.5	13.8	32.3	6.3	0.6	22.9	34.5
COc1cccc(/C=N/NC(=S)Nc2cccc(S(=O)(=O)N(C)C)c2)c1	-7.1	-8.4	-2.5	66.7*	-3.2	3.8	15.1	-12.3
CCc1ccccc1NC(=O)CN1CCN(CC(=O)Nc2cc(C)ccc2OC)CC1	-7.9	0.1	-6.9	5.3	-1.7	-0.5	4.9	30.8
Cc1ccc(S(=O)(=O)NC(C)C(=O)N2CCOCCOCCOCC2)cc1 (configuration not stated)	-4.0	-7.5	5.1	-0.4	-0.3	-0.2	11.2	10.3
O=C(NC1CCCCC1)c1ccc2c(=O)n(CC3CCCO3)c(=O)[nH]c2c1 (configuration not stated)	6.6	-5.5	1.2	9.3	1.0	-1.6	-116.3	3.8
C=C(C)CSc1nc(C)c(Cc2ccccc2)c(=O)[nH]1	-0.9	-2.0	-1.6	-15.9	-0.7	0.5	18.9	-9.5
Fc1ccc(N/N=C(/c2ccccc2)c2ccccn2)cc1	3.1	-2.4	2.2	12.9	2.0	11.9	2.0	-6.8
O=[N+]([O-])c1cc(S(=O)(=O)N2CCCCCC2)ccc1F	8.7	-1.4	.	-3.8	-2.7	1.2	37.0	.
COC(=O)c1ccc(CN2C(=O)c3ccccc3C2=O)cc1	-5.8	-5.3	-0.5	-4.5	2.2	0.1	3.1	-9.7
Cc1nc(C(=O)NNC(=O)c2ccc(Cl)cc2)cs1	1.3	-6.2	1.3	3.3	2.0	-0.7	13.3	-15.6
COc1ccc(C2CC(c3cccs3)=NN2C(=O)CN2CCCCC2)cc1 (configuration not stated)	15.2	3.0	0.1	-17.6	-1.4	-0.9	-179.7	-13.8
COc1ccc(N(CC(=O)NCCSC2CCCCC2)S(C)(=O)=O)c(OC)c1	-3.5	-1.0	-5.9	1.9	-1.1	-3.5	15.5	-1.6
Cc1ccc(S(=O)(=O)N2CCN(C)CC2)c(C)c1	-9.5	-3.1	-2.2	-5.6	-0.9	-0.7	3.5	-6.2
COC(=O)[C@@]12CCCCN1[C@H](c1ccc(-c3cccc(Cl)c3)cc1)[C@@H]1C(=O)N(C)C(=O)[C@@H]12	4.9	-1.4	3.4	20.8	-6.5	0.6	2.5	6.2
C=CCn1c(-c2sc(-c3ccccc3)nc2C)n[nH]c1=S	-2.4	2.0	-8.1	20.9	-0.4	-0.4	-449.6	-12.9
O=C(CSc1nc2c([nH]c3ccccc32)c(=O)n1-c1cccc(Cl)c1)N1CCOCC1	-2.3	-2.5	-3.5	-12.3	-2.1	-1.0	-12.2	3.2
CCOc1cc(CNc2ccc(N3CCCCC3)cc2)cc(Br)c1OCC(=O)NC(C)(C)C	1.0	0.7	-1.1	19.9	-4.3	5.8	-36.2	-10.8
CCc1c(C)nc2ncnn2c1N1CCC(C(=O)Nc2ccccc2)CC1	-4.9	-3.9	-5.4	8.9	-1.1	-0.3	1.3	-10.2
COc1cc(OC)cc(C(=O)N2CCN(C3CCN(Cc4ccccc4)CC3)CC2)c1	3.4	-0.6	-0.9	-22.8	2.2	-1.0	5.6	-14.6
COc1cc(C2(c3ccc(O)c(OC)c3)C(=O)N(C)c3ccc(C)cc32)ccc1O	-5.8	1.0	4.6	-23.0	-1.0	0.8	22.0	-12.7
Nc1oc2ccccc2c(=O)c1-c1ccc2c(c1)OCO2	-1.3	2.3	3.9	6.1	-2.0	-0.4	-47.9	-0.7
O=C(NCc1ccccc1Cl)C(=O)NCC(c1ccco1)N1CCOCC1 (configuration not stated)	-7.7	-8.7	5.8	-3.7	-2.5	1.0	25.6	-10.2
Cc1ccc(C(=O)c2cnc3ccccc3c2-c2ccccc2)cc1	1.9	69.3*	4.5	-9.7	-3.6	0.9	1.4	7.6
N#CC1=C(N)C(C#N)(C#N)C2(CCC3(CC2)OCCO3)C2CC3(CC=C12)OCCO3 (configuration not stated)	-1.1	1.7	-4.8	2.6	-0.1	0.0	-36.4	-13.8
Cc1ccc(OCC(O)CN2CCN(c3ccccc3)CC2)cc1 (configuration not stated)	0.3	-5.0	4.0	-1.2	-0.2	1.1	33.3	7.1
Cc1c(Cl)cccc1NC(=O)CNC(=O)c1ccc(F)cc1	-5.2	2.6	-6.2	6.5	0.8	0.4	6.2	6.1
Cc1onc(-c2ccccc2)c1-c1ccnn1C(=O)NC(C)C	1.9	-0.9	1.6	-4.8	0.6	0.1	8.9	-13.8
COc1ccccc1/C=C/CN1CCNC(=O)C1CC(=O)NCCc1cnccn1 (configuration not stated)	-5.1	-4.0	-0.9	9.4	0.7	-1.7	-9.7	-4.6
CS(=O)(=O)N(CC(=O)N1CCCC1)c1ccc(OCc2ccccc2)cc1	4.0	5.5	-4.9	-11.2	-1.5	0.9	26.9	-12.9
C=CCN(c1ccccc1)S(=O)(=O)c1ccc(Cl)c(C(=O)OCC(=O)N(C)C2CCS(=O)(=O)C2)c1 (configuration not stated)	-0.9	3.4	-2.3	-9.8	2.2	2.3	16.1	5.0

Retrieved by structure from the list above (three):
structure	HKDC1 inhibitor	ATG4B inh	SENP7 inh	PfGluPho inh	NR3A LBD binder	MPTP inh	SENP8 inh	SENP6 block
c1cncc(-c2nc(NCc3ccc4c(c3)OCO4)c3ccccc3n2)c1	3.4	7.9	-1.7	11.5	-8.7	1.0	-31.9	-18.1
O=[N+]([O-])c1cc(S(=O)(=O)N2CCCCCC2)ccc1F	8.7	-1.4	.	-3.8	-2.7	1.2	37.0	.
COc1cccc(/C=N/NC(=O)c2cc3c(OC)cccc3[nH]2)c1O	-14.3	-6.4	-9.6	-5.9	-4.6	1.3	-160.4	7.0

(continued)
structure	HKDC1 inhibitor	ATG4B inh	SENP7 inh	PfGluPho inh	NR3A LBD binder	MPTP inh	SENP8 inh	SENP6 block
COC(=O)c1cccc(N2C(=O)c3cccnc3C2=O)c1	-4.9	-2.2	2.4	-2.2	0.6	-6.9	21.0	-29.4
CCOC(=O)CSc1ncnc2c1cnn2-c1ccc(C)cc1C	-8.5	11.5	-1.7	4.8	1.2	3.3	5.2	-6.0
CCN(CC)c1ccc(NC(=O)c2ccc(Br)o2)cc1	5.7	-5.5	27.4	3.6	-2.2	1.1	11.5	-15.8
CC1=CC(=O)C=C(C)C1=NOc1ccc([N+](=O)[O-])cc1	17.4	1.6	3.8	47.8	-0.1	-1.4	24.2	0.7
CCOc1ccc(CN2CCNC(=O)C2CC(=O)NCc2csc(C(C)C)n2)cc1 (configuration not stated)	-4.6	3.5	-9.8	-5.4	-1.3	-0.1	-21.3	-5.0
CCOC(=O)c1c(C)c(C(=O)NCc2cccnc2)c(C)n1CC	-15.8	-4.6	4.6	-8.3	0.7	-0.2	14.6	-7.7
Nc1cc(=O)[nH]c(SCC(=O)Nc2ccc(S(=O)(=O)N3CCOCC3)cc2)n1	12.6	2.0	10.6	-8.7	-2.5	0.0	-49.8	14.1
COc1ccc(S(=O)(=O)Nc2ccc3cn[nH]c3c2)cc1[N+](=O)[O-]	1.0	2.3	-7.8	-15.2	-8.8	-0.6	45.4*	-1.0
O=C(CN1C(=O)NC2(CCOc3ccccc32)C1=O)Nc1ccc(Br)cc1F (configuration not stated)	-0.1	-11.2	-0.3	7.5	-0.8	0.1	5.4	-6.9
O=C(COC(=O)c1ccccn1)NC(=O)c1ccccc1	-5.1	5.7	1.8	14.0	-0.4	-0.8	2.3	-17.1
COC(=O)c1ccc(CN2CCCC(CNC(=O)Cc3ccc(OC)cc3)C2)cc1 (configuration not stated)	-5.0	-1.8	5.0	16.9	-0.7	-0.3	2.1	-20.3
CCNS(=O)(=O)c1ccc(CCC(=O)N2CCC(C)CC2)cc1	-6.3	8.6	1.7	-18.5	-2.0	1.3	17.9	-7.1
